# Screening results as filed in PubChem.
# NCI-60 one-dose screen, 48 h, at 10 µM unless noted. Numbers give growth in % (100 = growth as untreated, 0 = no growth, -100 = all killed).
# UACC-62 = UACC-62 melanoma | actives 5.4% (n = 81,000) | AID 1794756
# MALME-3M = MALME-3M melanoma; actives 5.8% (n = 78,000); AID 1794766
# LOX IMVI = LOX IMVI melanoma | actives 7.4% (n = 79,000) | AID 1794757
# BT-549 = BT-549 breast cancer; actives 4.4% (n = 78,000); AID 1794793
# T-47D = T-47D breast cancer; actives 5% (n = 79,000)
# HS 578T = HS 578T breast cancer. actives 4.1% (n = 78,000)
# SK-MEL-2 = SK-MEL-2 melanoma; actives 4.7% (n = 77,000); AID 1794763
# UACC-257 = UACC-257 melanoma | actives 4.4% (n = 78,000) | AID 1794764
# * hit, by the source's call; · = not tested or not shown; & = joins results of further samples; [ ] = another dose, or the depositor's remark. Rule for the calls: active = growth percent below 10; inactive = the rest. Compounds as they come; overall some 11% were active at least once.
SMILES,UACC-62,MALME-3M,LOX IMVI,BT-549,T-47D,HS 578T,SK-MEL-2,UACC-257
CC(C)Cc1ccc(C(=O)CCC(=O)NNc2ccc(S(N)(=O)=O)cc2)cc1,65,90,·,77,56,79,95,63
c1cc(NCCc2ccncc2)nc(-n2cnc3ccccc32)c1,91,103,79,98,80,98,87,94
CC(=O)OCC(=O)COC(C)=O,89,104,98,102,·,100,114,97
C[C@@H]1C(=O)O[C@H]2[C@H]1CC/C(CO)=C\CC[C@@]1(C)O[C@@H]21,99,93,101,95,101,94,109,102
N#CCCC1(CCC#N)CCCC(CCC#N)(CCC#N)C1=O,100,107,98,·,106,100,·,109
Cc1ccc(S(=O)(=O)NCCCNc2nccc(-c3c(-c4ccccc4)nc4sccn34)n2)cc1,37,99,33,39,40,75,83,106
Cc1ccc(S(=O)(=O)N2CCN(C(=O)CSc3nc4ccc(C)cc4[nH]3)CC2)cc1,82,126,101,106,100,126,5.5*,63
O=C1/C(=C/c2ccc([N+](=O)[O-])cc2)SC(=Nc2ccccc2)N1Nc1ccccc1,56,90,19,96,56,79,·,90
CSc1nc(=O)[nH]nc1SCc1ccccc1,107,94,106,93,93,103,215,·
CN(C)CSc1nc2ccccc2s1,96,87,90,81,87,116,101,113
COc1cc(C2CC(=O)N(c3ccc(F)cc3)C3=C2C(=O)OC3)cc(OC)c1OC (configuration not stated),98,95,99,139,103,101,101,110
CCOc1cc(N)ccc1C(=O)NCCCN(CC)CC,96,96,100,99,101,99,102,102
COc1ccc(-c2n[nH]nc2-c2cc(OC)c3c(c2OC)OCO3)cc1,41,62,37,17,28,-5.6*,1.8*,48
Cc1ccc(S(=O)(=O)NNC(=O)COc2ccc3c(C)c(Cc4ccccc4)c(=O)oc3c2C)cc1,98,108,102,110,107,98,103,94
CC1(C)NCCC[C@]2(C)[C@H]3CC=C4[C@@H]5C[C@@](C)(CO)CC[C@]5(C)CC[C@@]4(C)[C@]3(C)CC[C@@H]12,74,57,45,79,58,53,48,55

# Random excerpt: two compounds from above
SMILES,UACC-62,MALME-3M,LOX IMVI,BT-549,T-47D,HS 578T,SK-MEL-2,UACC-257
CSc1nc(=O)[nH]nc1SCc1ccccc1,107,94,106,93,93,103,215,·
N#CCCC1(CCC#N)CCCC(CCC#N)(CCC#N)C1=O,100,107,98,·,106,100,·,109

# (further entries)
SMILES,UACC-62,MALME-3M,LOX IMVI,BT-549,T-47D,HS 578T,SK-MEL-2,UACC-257
O=C(O)CCC(=O)c1ccccc1,97,99,107,96,95,107,102,95
NC1(N)C=CC2=C(C=C1)C1(N)C3=C(C=CC(N)(N)C=C3)N2C2(N)C3=C(C=CC(N)(N)C=C3)N1C1=C2C=CC(N)(N)C=C1,81,103,·,52,74,82,103,90
COc1cc(C2OC34CCCCC3C(C#N)(C(=N)O4)C2(C#N)C#N)ccc1O (configuration not stated),92,117,91,100,100,98,95,·
Clc1nc(Nc2ccccn2)c2ncn(-c3ccc(Br)cc3Cl)c2n1,90,114,99,109,103,100,105,101
CCCCCN(CCCCC)CC(=O)c1ccc2cc(Br)c3ccccc3c2c1,96,·,97,115,89,103,108,105
COc1ccc(/C(C)=C(\c2ccc(Cl)cc2)c2ccc(OCCN3CCCCCC3)cc2)cc1F,48,-3.6*,-47*,66,54,44,74,39
Cn1c(=O)c2[nH]c(Cc3ccsc3)nc2n(C)c1=O,99,106,96,117,100,·,99,117
Cc1cc(S(=O)(=O)Nc2nn(C)c(=O)[nH]2)c(SCc2ccccc2)cc1Cl,97,95,95,87,92,89,107,173
CCOC(=O)CC1CSC(Nc2ccc(OC)cc2OC)=N1 (configuration not stated),98,106,98,110,83,108,94,98
C=C(c1ccc(N(C)C)cc1)c1ccc(N(C)C)cc1,-8.7*,21,·,-5.9*,27,·,-8.0*,52
COc1cc(/C=C(\C#N)C(=O)Nc2sc3c(c2C#N)CCCC3)ccc1OCc1ccccc1,95,107,·,117,104,114,116,110
COc1cc(C2=Nc3c/c(=C\c4c(O)[nH]c5ccc(Cl)cc45)ccc3=N2)cc(OC)c1OC,32,-52*,2.3*,-28*,48,-43*,31,-77*
COn1cc(C(=O)c2ccc(C)cc2)c2cc(C#N)c(C#N)cc21,112,99,87,·,91,104,·,92
S=C(Nc1ccccc1)Nc1ccc2ccccc2c1,91,109,88,105,85,99,104,104
C/C(=C/c1ccccc1)C(=O)O,91,92,·,95,95,·,100,99
COc1cccc(C2=NN(c3ccc(-c4ccccc4)nn3)C(c3ccc(Cl)cc3)C2)c1 (configuration not stated),80,94,·,92,73,85,95,98
Oc1cccc(/C=N\Nc2ccccn2)c1,100,·,99,99,86,114,102,104
CCCCC1COc2cccc3c(SCC(=O)N4CCCc5ccccc54)cc[n+]1c23 (configuration not stated),100,108,100,110,108,107,103,105
COc1c(Cl)ccc2c(-c3nc4cc(Cl)c(F)cc4s3)cc(=O)oc12,92,·,-80*,107,·,100,38,92
CCC/C=C/C=C/C(=O)N[C@@H](Cc1cc(F)cc(F)c1)C(=O)N[C@@H]1C(=O)N2CCC[C@H]2C(=O)N2CCCC[C@H]2C(=O)N[C@@H](C)C(=O)N2C[C@H](C)C[C@H]2C(=O)O[C@H]1C,14,31,-25*,12,16,31,-13*,17
COc1ccc(CSc2nc3ccc(Cl)cc3c(=O)n2-c2ccccc2OC)cc1,95,102,97,104,95,101,104,·
O=[N+]([O-])c1ccc(N/N=C/CCc2ccccc2)nc1,96,120,92,111,95,120,128,100
CCCc1cc2c(OC)cc(-c3c(CC4OCCO4)cc4oc5ccccc5c(=O)c4c3O)c(O)c2c(=O)n1C,78,103,96,97,79,95,98,91
O=C(NC[C@H]1CN(c2ccc(N3CCC(C(=O)O)CC3)cc2)C(=O)O1)c1ccc(Cl)s1,95,92,94,115,95,111,111,101
O=C1NC(=O)C(c2ccccc2)(c2ccccn2)N1 (configuration not stated),104,107,100,110,108,114,131,129
COc1ccccc1N1C(=O)/C(=C/C2=Cc3ccccc3OC2)SC1=S,86,93,105,·,90,95,110,100
Cc1ccc(N(C(=O)C2CC2c2ccc(F)c(F)c2)C(C(=O)NCCN2CCOCC2)c2ccc(Br)cc2)cc1 (configuration not stated),93,95,102,81,83,102,93,80
Cc1ccc(N=Nc2ccc(C)cc2NC(=O)Nc2ccccc2F)cc1,79,87,91,101,68,137,109,105
O=[N+]([O-])c1cccc(Cn2cnc3c(=S)nc[nH]c32)c1,114&109,107&116,93&100,68&127,92&108,122&88,120&106,105&106
COC(=O)[C@@]1(/C=C/c2ccccc2)C(=O)N(c2ccc(OC)cc2)[C@@]1(C(=O)OC)c1ccc([N+](=O)[O-])cc1,86,105,98,99,82,89,94,84
COc1cccc(C2C(C#N)=C(N)Oc3c2ccc2ccccc32)c1 (configuration not stated),38,54,15,28,70,52,40,82
CCOC(=O)c1ccc(NC2=C(Br)C(=O)C(C)=C(C)C2=O)cc1,89,93,88,100,95,91,109,101
Cc1ccc(-c2c3c(nc4c2c(C)nn4-c2ccccc2)NC(c2ccc4c(c2)OCO4)NC3)cc1 (configuration not stated),91,113,93,97,91,112,100,86
CC(C)C1=C[C@@]23CC[C@@H]4[C@](C)(CCC[C@]4(C)C(=O)NCc4ccccc4)[C@H]2C[C@@H]1[C@H]1C(=O)OC(=O)[C@H]13,50,87,-8.5*,70,56,45,47,82
O=C(CN1C(=O)S/C(=C\C(Cl)=C\c2ccccc2)C1=O)NCCc1ccc(O)cc1,8.7*,52,-52*,22,11,36,6.1*,61
C1CNCCN1,95,96,105&97,117&103,102&100,109&128,109&105,97&107
Fc1ccccc1-c1cnn2cc(-c3ccccc3)cnc12,91,109,99,99,98,93,107,110
CN1C(=O)N(C)C2C1NC(=O)N2CC(=O)N1CCOCC1 (configuration not stated),94,101,95,108,85,96,97,88
CCC1(CC)C(=O)NC(=O)NC1(OC)OC,94,101,108,103,89,109,108,102
NC(=S)NN=C1CCCCCCCCC1,98,83,102,97,·,104,102,104
CC/C(=C(\c1ccc(OCCN2CCCCCC2)cc1)c1ccc(OC(=O)C2CCCCC2)cc1)c1ccccc1,96,87,96,107,72,·,·,89
CNc1nc(NC2CCCC2)nc(Sc2ccc(OC)cc2)n1,25[100 µM],-12*[100 µM],22[100 µM],7.7*[100 µM],27[100 µM],·,9.3*[100 µM],31[100 µM]
c1ccc(CSC2=NCCN2)cc1,112,164,104,105,93,101,101,92
O=C(O)c1cc(N=Nc2ccc([N+](=O)[O-])cc2)ccc1O,91,90,92,93,83,71,·,·
COC(=O)c1ccccc1Br,94,98,98,109,109,113,114,114
COc1ccc(C/C(C)=C(\c2ccc(OCCCN(C)C)cc2)c2ccc(OC(=O)C3CCCCC3)cc2)cc1,91,100,101,83,79,89,89,89
C=CCOC(=O)C1=C(C)NC2=C(C(=O)CC(c3ccc(Cl)cc3)C2)C1c1cc(OC)c(OC)c(OC)c1 (configuration not stated),80,98,97,86,91,83,85,82
O=C(N/N=C/c1ccncc1)c1ccncc1,101,120,104,106,97,·,105,105
O=C1C(C2SC(=S)N(C3CCCCCCC3)C2=O)SC(=S)N1C1CCCCCCC1 (configuration not stated),92,91,·,102,87,104,108,102
CCOC(=O)N(CC)c1ccccc1,101,93,105,109,102,137,122,111
Cc1cc(C)c(NS(=O)(=O)c2ccccc2)c(C)c1NS(=O)(=O)c1ccccc1,71,118,96,114,91,101,108,95
N#CC1=C(N)N2C(=S)N(c3ccccc3)C(=O)C2C1c1ccc(Cl)cc1 (configuration not stated),39,108,100,96,105,24,101,100
Nc1cccc(Nc2cc(S(=O)(=O)O)c(N)c3c2C(=O)c2ccccc2C3=O)c1,106,105,85,·,93,107,100,97
Cc1cc(N)nc(=O)n1C1CC(O)C(CO)O1 (configuration not stated),95,95,98,86,97,99,102,102
Clc1ccc(Nc2ncnc3c2sc2ncccc23)cc1,11,66,12,49,33,87,·,42
COc1ccc(-c2[nH]ncc2CNc2ccc3ccccc3c2)cc1,81,95,75,91,76,100,82,114
COc1cc2c(cc1OC)C(c1ccc(N=Cc3ccc(N(C)C)cc3)cc1)N(C(=S)Nc1cc(Cl)ccc1Cl)CC2 (configuration not stated),78,91,85,80,63,101,·,88
O=C1CCCC(C(=O)NCc2ccc(Cl)cc2Cl)N1 (configuration not stated),99,110,102,109,105,93,100,79

# Of the compounds above, 14 have a Cl atom:
SMILES,UACC-62,MALME-3M,LOX IMVI,BT-549,T-47D,HS 578T,SK-MEL-2,UACC-257
Clc1nc(Nc2ccccn2)c2ncn(-c3ccc(Br)cc3Cl)c2n1,90,114,99,109,103,100,105,101
COc1ccc(/C(C)=C(\c2ccc(Cl)cc2)c2ccc(OCCN3CCCCCC3)cc2)cc1F,48,-3.6*,-47*,66,54,44,74,39
Cc1cc(S(=O)(=O)Nc2nn(C)c(=O)[nH]2)c(SCc2ccccc2)cc1Cl,97,95,95,87,92,89,107,173
COc1cc(C2=Nc3c/c(=C\c4c(O)[nH]c5ccc(Cl)cc45)ccc3=N2)cc(OC)c1OC,32,-52*,2.3*,-28*,48,-43*,31,-77*
COc1cccc(C2=NN(c3ccc(-c4ccccc4)nn3)C(c3ccc(Cl)cc3)C2)c1 (configuration not stated),80,94,·,92,73,85,95,98
COc1c(Cl)ccc2c(-c3nc4cc(Cl)c(F)cc4s3)cc(=O)oc12,92,·,-80*,107,·,100,38,92
COc1ccc(CSc2nc3ccc(Cl)cc3c(=O)n2-c2ccccc2OC)cc1,95,102,97,104,95,101,104,·
O=C(NC[C@H]1CN(c2ccc(N3CCC(C(=O)O)CC3)cc2)C(=O)O1)c1ccc(Cl)s1,95,92,94,115,95,111,111,101
O=C(CN1C(=O)S/C(=C\C(Cl)=C\c2ccccc2)C1=O)NCCc1ccc(O)cc1,8.7*,52,-52*,22,11,36,6.1*,61
C=CCOC(=O)C1=C(C)NC2=C(C(=O)CC(c3ccc(Cl)cc3)C2)C1c1cc(OC)c(OC)c(OC)c1 (configuration not stated),80,98,97,86,91,83,85,82
N#CC1=C(N)N2C(=S)N(c3ccccc3)C(=O)C2C1c1ccc(Cl)cc1 (configuration not stated),39,108,100,96,105,24,101,100
Clc1ccc(Nc2ncnc3c2sc2ncccc23)cc1,11,66,12,49,33,87,·,42
COc1cc2c(cc1OC)C(c1ccc(N=Cc3ccc(N(C)C)cc3)cc1)N(C(=S)Nc1cc(Cl)ccc1Cl)CC2 (configuration not stated),78,91,85,80,63,101,·,88
O=C1CCCC(C(=O)NCc2ccc(Cl)cc2Cl)N1 (configuration not stated),99,110,102,109,105,93,100,79
